E-selectin induc: E-selectin induction on HUVECs; 0.37% of 260,000 active; P16581; activation, % at 7.58 µM; HUVEC E-selectin immunofluorescence imaging; normalized: neutral wells 0, TNF-alpha wells 100;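 active means mean E-selectin-positive cell signal at least 10% of the positive control, reached in at least 60% of replicates, without over 20% cell loss; inconclusive means no rule given, readout overlaps actives, possibly toxicity-flagged; inactive means the rest, including those meeting only one limit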;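 further: in these data hits start at about 27%; measured in HUVEC primary endothelial cells; signal is the percent of cells scored E-selectin positive by PE staining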
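System: HUVEC, human umbilical vein endothelial cells; quantity: 3,000 cells/well; buffer or medium: EGM-2 medium, gelatin-coated wells; dosing: single-point compound dose; detection: immunofluorescence imaging; evaluation: % PE-positive cells; benchmarks: TNF-alpha, DMSO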
RAD52 anneal inh: inhibitors of human RAD52 DNA annealing; P43351; recombinant RAD52 DNA annealing, FRET fluorescence; inhibition, % at 18.7 µM; 0.46% of 360,000 active; AID 651710;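 active means every replicate showing at least 50% inhibition; inconclusive means mean inhibition at least 50% but not in every replicate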
Xi reactivation: X-chromosome reactivation activator; 0.055% of 360,000 active; activation, % at 7.58 µM; XiGFP mouse fibroblasts, % GFP-positive cells imaging, 3 d; cells co-treated with 5-aza-dC sensitizer; scaled so ellipticine positive control = 100%;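 active means mean normalized replicate activation at least 10% and every replicate at or above 10%; inconclusive means only one of the two criteria met; inactive means mean below 10% and not all replicates reach 10%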;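 further: 0% = median of on-plate neutral control wells and 100% = ellipticine 6 µM median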
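Assay system – SV40-immortalized XiGFP fibroblast cells, line 68-5-11 · Buffer or medium – DMEM supplemented with 5-aza-dC as sensitizing agent · Dosing – one concentration, pinned · Benchmarks – positive control ellipticine, 6 µM final · Times – 3 days compound exposure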
GSIS activator: GLuc luminescence reporter in INS-1E cells, primary screen for activators of glucose-dependent secretion of insulin; INS-1E GLuc reporter insulin secretion, 2-3 h; activation, % at 16.6 µM; 0.61% of 370,000 active; AID 743287;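 active means lowest replicate activation of at least 40%, so every replicate reaches that level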;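 further: 0% = median of neutral control wells and 100% = median of IBMX positive control wells; some compounds called inactive have numbers as strong as hits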
DENV2 CPE rescue: DENV2-induced cell death inhibition | DENV2-infected cells, cytopathic effect rescue, plate reader | 1.7% of 350,000 active | AID 651640 | CPE inhibition, % at 9.99 µM; in the data active means CPE inhibition above about 20%, passing the limit was not always enough; inconclusive means no clear call, values can overlap the other calls; tested in BHK-21 cells;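 further: 0% = median of neutral control wells and 100% = median of positive control wells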
Casp6 inh: inhibitors of human caspase-6; AID 686996; inhibition, % at 12.5 µM; 0.53% of 350,000 active; P55212; purified caspase-6, Z-VEID-R110 cleavage fluorescence;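 active means mean inhibition across replicates at least about 35%, with every replicate also reaching that limit, limit read from the data; inconclusive means only one of the two criteria met; inactive means neither criterion met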;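 further: 0% = median of neutral control wells and 100% = no fluorescence left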
Target sequence (P55212 24-179 limits assumed): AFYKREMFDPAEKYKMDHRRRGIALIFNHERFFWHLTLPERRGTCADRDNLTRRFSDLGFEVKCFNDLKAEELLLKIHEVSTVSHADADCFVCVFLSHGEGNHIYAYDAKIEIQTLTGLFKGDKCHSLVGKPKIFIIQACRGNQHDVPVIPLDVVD
Target sequence (P55212 194-293 limits assumed): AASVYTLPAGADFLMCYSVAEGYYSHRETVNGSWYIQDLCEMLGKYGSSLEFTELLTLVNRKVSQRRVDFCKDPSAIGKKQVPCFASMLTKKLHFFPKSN
RAD54 branch: RAD54 (human) branch migration inhibition; RAD54 Holliday junction branch migration, FAM/BHQ fluorescence; Q92698; 0.14% of 360,000 active; inhibition, % at 10.4 µM;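 active means mean normalized replicate activity at least 40 and at least half of replicates scoring 40 or more; inconclusive means only one of the two criteria met; inactive means mean below 40 and under half of replicates reaching 40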;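 further: 0% = median of neutral control wells and 100% = median of positive control wells; inhibitors cause a drop in the FAM fluorescence signal; in these data hits start at about 50%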
Target sequence (Q92698 whole entry, looked up): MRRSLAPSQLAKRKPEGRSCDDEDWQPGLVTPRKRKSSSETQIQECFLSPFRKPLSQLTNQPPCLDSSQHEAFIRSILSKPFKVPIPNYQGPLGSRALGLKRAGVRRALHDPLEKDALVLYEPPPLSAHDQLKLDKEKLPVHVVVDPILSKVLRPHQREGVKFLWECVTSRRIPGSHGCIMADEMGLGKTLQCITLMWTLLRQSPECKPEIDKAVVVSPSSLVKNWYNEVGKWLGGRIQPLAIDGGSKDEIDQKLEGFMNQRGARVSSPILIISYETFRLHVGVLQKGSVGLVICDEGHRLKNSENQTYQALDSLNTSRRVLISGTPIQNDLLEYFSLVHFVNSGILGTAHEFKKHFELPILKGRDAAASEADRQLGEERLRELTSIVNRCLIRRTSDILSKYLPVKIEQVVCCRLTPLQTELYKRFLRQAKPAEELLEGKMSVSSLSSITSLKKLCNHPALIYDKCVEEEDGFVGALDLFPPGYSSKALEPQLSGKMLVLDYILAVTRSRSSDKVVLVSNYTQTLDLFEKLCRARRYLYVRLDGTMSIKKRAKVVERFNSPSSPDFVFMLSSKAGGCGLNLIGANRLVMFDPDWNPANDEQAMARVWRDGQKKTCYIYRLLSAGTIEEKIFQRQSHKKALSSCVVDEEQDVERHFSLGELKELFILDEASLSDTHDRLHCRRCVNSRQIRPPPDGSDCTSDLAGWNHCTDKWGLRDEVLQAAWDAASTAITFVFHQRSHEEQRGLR
CFTR F508del cor: CFTR F508del correction in bronchial cells. 0.36% of 350,000 active. CFBE cells, YFP halide quenching; stimulated with forskolin plus potentiator P3; % fluorescence drop versus neutral controls. activity (quench increase), % at 7.58 µM. AID 720511;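 active means mean added fluorescence quench of at least 8% versus neutral control, with both replicates also reaching 8%; inconclusive means only one of the mean or replicate conditions met; inactive means mean below 8% and not both replicates reaching 8%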;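 further: cells transiently co-express mutant CFTR-F508del with the halide-sensitive YFP; corrector assay measuring rescue of mutant channel to the surface after 24 h compound exposure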
The depositor's hits bear a star; ? = inconclusive; nt = not tested or not shown; & = joins results of further samples.

Results follow in this order: RAD54 branch, E-selectin induc, Casp6 inh, RAD52 anneal inh, Xi reactivation, DENV2 CPE rescue, GSIS activator, CFTR F508del cor
CN(C(=O)CSc1nnc(COc2ccccc2F)n1N)C1CCCCC1
→ -3.8, nt, 7.6, -8.1, 0.0, -7.8, 6.5, -2.2
O=c1ccc(-c2ccc(S(=O)(=O)Nc3ccc(F)cc3)s2)n[nH]1
→ 1.1, nt, 8.6, -8.0, 0.1, 0.9, 19.9, -2.8
Cc1ccc(C)c(OCCC(=O)OC(C)C(=O)Nc2c(C)n(C)n(-c3ccccc3)c2=O)c1 (centres undefined)
→ -8.2, nt, -5.6, 1.0, 0.0, ?, -0.4, 0.8
O=C1Cn2nnc(-c3ccccc3)c2C2c3cc(Br)ccc3CCN12 (centres undefined)
→ nt, 0.0, 6.7, 4.1, 0.9, 2.6, -28.4, -0.8
COCC#Cc1cnc2c(c1)C(=O)N([C@H](C)CO)C[C@@H](C)[C@H](CN(C)C(=O)C1CCOCC1)O2
→ -4.3, -0.3, -2.7, -4.5, -0.2, 5.4, 8.4, -0.4
CCCCCC(=O)Nc1ccc(-c2nnc3n2CCCCC3)cc1
→ 11.0, nt, -3.5, -10.9, 0.0, -4.3, -5.7, -1.2
C[C@@H]1CN([C@H](C)CO)C(=O)c2cccc(NC(=O)CCCCCC(=O)Nc3ccccc3N)c2O[C@H]1CN(C)C(=O)Nc1ccc(F)cc1
→ nt, -2.5, -2.9, -37.0, -0.1, -3.1, 5.9, -1.4
CC(=O)N(C)C[C@H]1Oc2cc(-c3cccc(C#N)c3)ccc2S(=O)(=O)N([C@@H](C)CO)C[C@@H]1C
→ 2.0, -0.1, 4.9, 15.2, -0.6, -3.2, 16.1, -2.9
COc1cccc(NC(=O)C[C@@H]2CC[C@@H]3[C@@H](COc4ccc(NC(=O)C5CCC5)cc4C(=O)N3C)O2)c1
→ nt, 0.0, nt, 15.6, 0.0, 6.8, -19.0, 1.0
O=C(O)C1=C[C@@H](c2ccccc2)C[C@@H](OCc2ccc(CO)cc2)O1
→ 8.5&4.3, -0.2, 0.5&-2.3, -0.2&-14.8, 0.0, 10.9&2.0, -2.6, -1.7&0.2
CCOC(=O)C1=C(C)Nc2ncnn2C1c1c[nH]c2ccccc12 (centres undefined)
→ -4.7, nt, 1.4, -14.7, nt, -13.8, 14.7, nt
CC(C)c1cc(C(=O)O)c2ccccc2n1
→ 2.7, 0.2, 0.7, -9.4, -0.1, 1.0, -14.6, -0.5
Cc1oc2ccc(OC(=O)COc3c(F)c(F)c(F)c(F)c3F)cc2c1C(=O)OC(C)C
→ nt, nt, 0.5, -0.2, 0.2, 8.6, -0.7, -1.5
Cc1nc(C(F)(F)F)ccc1C(=O)N1CCC1(C)C(=O)NS(=O)(=O)c1ccc2c(c1)CCO2 (centres undefined)
→ -13.8, 0.0, -1.8, -1.5, 0.0, -4.4, 2.9, 1.0
CCOC(=O)C1C(c2ccc(O)cc2)NC(=O)NC1(O)C(F)(F)F (centres undefined)
→ -0.1, nt, 9.9, -5.3, 0.0, 4.0, 2.3, 0.6
CCC(CC)NC(=O)COc1ccc(OC)cc1C=O
→ nt, nt, -2.4, -8.3, 0.1, -0.2, 8.2, -3.2
CCOc1ccc(N2C(=O)C3C(c4ccccc4)=NN(c4ccccc4)C3C2=O)cc1 (centres undefined)
→ 4.1, 0.1, -2.0, -5.9, 0.0, 9.1, -21.8, nt
CCOc1ccc(/C=N/NC(=O)c2nnn(-c3nonc3N)c2CN2CCC(C)CC2)cc1
→ 6.9, nt, -2.0, -9.2, 0.3, -4.7, -23.4, 0.1
CC(C)Cn1c(SCC(=O)NCc2ccc(Cl)cc2)nnc1-c1cccc(S(=O)(=O)N2CCOCC2)c1
→ -20.2, nt, 0.3, 5.9, nt, -0.9, nt, -2.3
Cc1noc(C)c1S(=O)(=O)N(C)C[C@@H]1OCCCC[C@@H](C)Oc2ccc(NC(=O)CCC(F)(F)F)cc2C(=O)N([C@H](C)CO)C[C@H]1C
→ -1.3, 0.0, nt, nt, 0.0, ?, -17.4, -0.4
CN(C(=O)c1ccccc1C(=O)OCC(=O)NCc1cccs1)C1CCCCC1
→ -9.8, 2.6, -2.6, 6.6, 0.3, 12.3, -18.0, -1.1
CO[C@H]1CN(C)C(=O)c2cc(NC(=O)c3ccccc3F)ccc2OC[C@@H](C)NC[C@@H]1C
→ 3.8, -0.1, -1.8, 6.4, 0.1, -4.5, 4.1, 0.6
Cc1cc(C)c(NC(=O)c2ccc3c(c2)NC(=O)C(C)S3)c(C)c1 (centres undefined)
→ 5.7, nt, -2.7, -14.0, 0.1, 9.9, nt, -1.4
Cc1cccc2c1N(CCOc1ccccc1)C(=O)C2=O
→ nt, 3.6, 0.5, -17.7, 0.1, -6.9, -13.2, 0.0
COc1cccc(CCc2nnc(CCC(=O)N3CCCC3c3nccs3)o2)c1 (centres undefined)
→ nt, 2.4, 0.2, -7.7, 0.0, 9.3, 9.1, 0.9
Clc1ccc2c(c1)-c1ccccc1C1=NCCN12
→ nt, nt, -4.7, 48.2, 0.5, -6.5, nt, 8.3*
O=C(NCCCN1CCOCC1)c1ccc(Sc2ccc(Br)cc2)c([N+](=O)[O-])c1
→ -2.7, -0.3, nt, nt, 0.2, nt, -15.9, nt
O=C(NCc1ccccc1Cl)c1ccc2c(c1)SC1=NS(=O)(=O)CCN12
→ nt, 4.9, -1.1, -23.9, 0.0, 5.1, 26.6, 2.0
CO[C@@H]1CN(C)C(=O)c2ccc(NS(C)(=O)=O)cc2OC[C@H](C)N(C(=O)C2CCOCC2)C[C@H]1C
→ -1.5, 0.2, 0.1, 0.9, 0.1, 3.5, 11.3, -2.2
COc1ccc(S(=O)(=O)Nc2ccc3c(c2)CC(=O)N([C@H](C)CO)C[C@@H](C)[C@@H](CN(C)Cc2ccc(C(F)(F)F)cc2)O3)cc1
→ 6.9, -0.2, 0.7, 14.4, -0.5, 23.2*, -29.4, 6.9
COc1ccc(/C=N/Nc2ccc(C(=O)O)cc2)c(OC)c1OC
→ 1.0, nt, -0.9, -10.8, 0.3, -2.9, 9.9, -9.2
O=C(CCc1nc2ccccc2[nH]1)N1CCN(C(=O)c2ccco2)CC1
→ 3.0, -0.1, -1.0, -2.3, 0.5, 5.3, 9.1, -1.0
CC(C)C#Cc1ccc2c(c1)O[C@@H](CN(C)C(=O)C1CCC1)[C@@H](C)CN([C@H](C)CO)S2(=O)=O
→ nt, 0.0, nt, nt, -1.1, nt, -0.2, -4.7
Cc1ccn2c(=O)c(C(=O)NCCCN3CCCC3=O)c(O)nc2c1
→ -4.6, nt, -5.6, -14.1, 0.4, 11.3, 5.5, -0.2
C[C@H](CO)N1C[C@H](C)[C@H](CN(C)C(=O)NC2CCCCC2)Oc2ccc(NC(=O)Nc3cccc4ccccc34)cc2C1=O
→ 7.5, 0.1, 1.6, 7.9, 0.1, 1.4, 0.1, 2.5
O=C(COc1ccccc1[N+](=O)[O-])NCCCN1CCCC1=O
→ 2.2, -0.8, 0.2, 1.5, 0.1, -0.6, 5.3, 0.9
N#CCCn1cc(/C=C2\NC(=S)N(c3ccccc3)C2=O)c(-c2ccc(F)cc2)n1
→ 2.2, nt, 0.1, -11.5, 0.2, 2.0, -55.0, -2.4
COc1cccc(CNC(=O)[C@H]2[C@H](CO)[C@H]3Cn4c(ccc(C5=CCCCC5)c4=O)[C@@H]2N3)c1
→ 18.3, 0.0, nt, -7.7, 0.7, -7.0, 4.6, 0.3
Cc1nn(-c2ccccc2)c(C)c1NC(=O)COC(=O)[C@@H](NC(=O)c1ccccc1)C(C)C
→ 3.8, nt, 2.2, 1.8, 0.1, -2.6, -6.6, 1.0
COc1ccccc1C(=O)NC(=O)Cn1nc(C)c([N+](=O)[O-])c1C
→ nt, -1.3, 0.0, -21.2, 0.1, -3.7, 9.3, 0.3

An excerpt from above in order of number of heavy atoms, ascending:
Results follow in this order: RAD54 branch, E-selectin induc, Casp6 inh, RAD52 anneal inh, Xi reactivation, DENV2 CPE rescue, GSIS activator, CFTR F508del cor
Cc1ccc(C)c(OCCC(=O)OC(C)C(=O)Nc2c(C)n(C)n(-c3ccccc3)c2=O)c1 (centres undefined)
→ -8.2, nt, -5.6, 1.0, 0.0, ?, -0.4, 0.8
CO[C@@H]1CN(C)C(=O)c2ccc(NS(C)(=O)=O)cc2OC[C@H](C)N(C(=O)C2CCOCC2)C[C@H]1C
→ -1.5, 0.2, 0.1, 0.9, 0.1, 3.5, 11.3, -2.2
CC(C)Cn1c(SCC(=O)NCc2ccc(Cl)cc2)nnc1-c1cccc(S(=O)(=O)N2CCOCC2)c1
→ -20.2, nt, 0.3, 5.9, nt, -0.9, nt, -2.3

(list continues)
Results follow in this order: RAD54 branch, E-selectin induc, Casp6 inh, RAD52 anneal inh, Xi reactivation, DENV2 CPE rescue, GSIS activator, CFTR F508del cor
Cc1cc(C(=O)NC(C)c2ccncc2)no1 (centres undefined)
→ nt, nt, 0.0, -18.6, nt, 0.7, -0.2, 0.2
CC(C)N(C(=O)COC(=O)c1ccc(Cl)nc1)C(C)C
→ nt, -0.4, -1.0, -2.1, -0.1, 1.4, 4.6, 0.9
O=S(=O)(Nc1nccs1)c1ccc(NCc2cc(Br)cc(Br)c2O)cc1
→ -14.3, nt, -1.6, -18.4, 0.0, -0.5, 36.6, 1.7
Cc1ccsc1/C=N/N1CCN(c2ccccc2)CC1
→ -1.8, nt, 0.5, -11.7, nt, 1.4, 26.5, -3.4
O=C(CSc1n[nH]c(-c2ccccc2O)n1)NC1CCCCC1
→ 1.8, nt, 16.4, 4.0, nt, ?, 15.1, -2.1
O=C(CCN1C(=O)S/C(=C\c2ccc(Cl)cc2)C1=O)Nc1ccc(C(=O)O)cc1
→ 5.0, -0.9, -2.5, -4.5, 0.0, ?, 8.5, 3.8
CCC(=O)N1CC[C@H]2[C@@H]1c1cc(-c3cccc(OC)c3)ccc1N(C)[C@H]2CO
→ 17.2, -0.2, -3.5, 4.2, 0.0, -4.7, -8.3, -0.2
C[C@@H]1CN([C@@H](C)CO)C(=O)c2cc(NS(=O)(=O)c3cccs3)ccc2O[C@@H](C)CCCCO[C@@H]1CN(C)C(=O)Nc1ccc(C(F)(F)F)cc1
→ nt, 0.4, 1.0, -16.8, -0.1, -1.3, 5.4, 0.6

High-throughput results: PubChem BioAssay, Broad Institute
